Bioassay records deposited in PubChem BioAssay by The Scripps Research Institute Molecular Screening Center.
PLCg1 inh: PLC-gamma1 (human) inhibition, primary screen; P19174; purified PLC-gamma1, fluorogenic substrate, fluorescence; inhibition, % at 12.2 µM; 370,000 compounds, 0.84% hits; AID 720700; in the data active means inhibition above about 9.5%
proKLK7 act: activates the human kallikrein-7 zymogen | purified proKLK7, EDANS-DABCYL substrate fluorescence; 100% is mature enzyme control, 0% vehicle | activation, % at 7 µM | 370,000 compounds, 0.9% hits;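 active means activation above the mean of all tested compounds plus 3 SD, computed per campaign excluding outliers beyond control limits, cut at about 13% in these data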
Target sequence (P49862 whole entry, looked up): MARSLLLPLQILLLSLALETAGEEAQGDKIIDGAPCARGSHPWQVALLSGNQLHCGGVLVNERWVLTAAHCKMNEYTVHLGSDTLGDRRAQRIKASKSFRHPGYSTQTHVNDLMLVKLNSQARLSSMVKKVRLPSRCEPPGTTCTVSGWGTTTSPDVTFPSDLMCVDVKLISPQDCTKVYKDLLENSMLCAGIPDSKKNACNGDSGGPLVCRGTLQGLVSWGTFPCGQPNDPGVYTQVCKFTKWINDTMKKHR
PLCb3 inh: PLC-beta3 (human) inhibition, primary screen; Q01970; Purified PLC-beta3, fluorogenic substrate, fluorescence; inhibition, % at 12.2 µM; 370,000 compounds, 0.18% hits; AID 720704; in the data active means inhibition above about 11%;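 further: 0% = median of compound wells on plate and 100% = full blocker control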
ASAP1 GAP inh: blocks human ASAP1-stimulated Arf1 GTP hydrolysis; inhibition, % at 16.5 µM; GDP FP detection; 360,000 compounds, 0.19% hits; in the data active means inhibition above about 25%;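 further: 0% = vehicle with enzyme and substrate and 100% = no enzyme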
DDE Tn6 FP inh: DD(E)-Tn6 binding inhibition, primary FP screen | 370,000 compounds, 0.21% hits | P02675 | inhibition, % at 8.3 µM | Fibrin DD(E) TRITC-Tn6 fluorescence polarization displacement;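 active means inhibition above a per-campaign cutoff: mean of compounds within control limits plus 3 SD, cut at about 15% in these data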;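 further: 0% = median of all compound wells on the plate and 100% = blocking peptide control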
ADAM17 inh: inhibits human ADAM17; recombinant ADAM17, EDANS/DABCYL FRET peptide cleavage; P78536; AID 720648; 370,000 compounds, 0.83% hits; inhibition, % at 6.95 µM;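 active means inhibition above the mean of compounds lying between control limits plus 3 SD, set per campaign, cut at about 8.5% in these data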;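 further: 0% = DMSO-only wells as the low control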
ARFGAP1 inh: inhibitors of rat ARFGAP1; Q62848; 360,000 compounds, 0.26% hits; AID 651572; inhibition, % at 16.5 µM; Arfgap1-stimulated ARF1 GTP hydrolysis, GDP FP detection;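 active means inhibition above a per-plate limit, mean inhibition of low control wells plus 3 SD, cut at about 25% in these data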;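 further: 0% = DMSO wells with enzyme and 100% = wells lacking Arfgap1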
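Material: rat Arfgap1 GAP domain (His6, aa 1-136), purified enzyme. Also added: human ARF1(Δ1-17)-GTP substrate. Compound dosing: 16.5 µM single point, 1.26% DMSO. Timing: enzyme reaction 120 min at 25 °C after 20 min preincubation. Signal: GDP detection by fluorescence polarization. Read-out basis: percent inhibition of GAP-stimulated GDP formation, scaled between DMSO and no-Arfgap1 medians.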
MBD2 DNA inh: inhibitors of human MBD2 binding to methylated oligonucleotide; Q9UBB5; inhibition, % at 4.4 µM; 370,000 compounds, 0.31% hits; TR-FRET; in the data active means inhibition above about 13%
UHRF1 MBD2 ctr: blocks human UHRF1 binding to methylated DNA. inhibition, % at 4.4 µM. UHRF1 binding to methylated oligo, TR-FRET. AID 687016. Q96T88. 370,000 compounds, 0.75% hits; in the data active means inhibition above about 21%;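 further: UHRF1 SRA domain binding a hemimethylated CpG hairpin DNA probe; 0% = median of test compound wells and 100% = reference inhibitor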
Target sequence (Q96T88 whole entry, looked up, the tested form may be a part): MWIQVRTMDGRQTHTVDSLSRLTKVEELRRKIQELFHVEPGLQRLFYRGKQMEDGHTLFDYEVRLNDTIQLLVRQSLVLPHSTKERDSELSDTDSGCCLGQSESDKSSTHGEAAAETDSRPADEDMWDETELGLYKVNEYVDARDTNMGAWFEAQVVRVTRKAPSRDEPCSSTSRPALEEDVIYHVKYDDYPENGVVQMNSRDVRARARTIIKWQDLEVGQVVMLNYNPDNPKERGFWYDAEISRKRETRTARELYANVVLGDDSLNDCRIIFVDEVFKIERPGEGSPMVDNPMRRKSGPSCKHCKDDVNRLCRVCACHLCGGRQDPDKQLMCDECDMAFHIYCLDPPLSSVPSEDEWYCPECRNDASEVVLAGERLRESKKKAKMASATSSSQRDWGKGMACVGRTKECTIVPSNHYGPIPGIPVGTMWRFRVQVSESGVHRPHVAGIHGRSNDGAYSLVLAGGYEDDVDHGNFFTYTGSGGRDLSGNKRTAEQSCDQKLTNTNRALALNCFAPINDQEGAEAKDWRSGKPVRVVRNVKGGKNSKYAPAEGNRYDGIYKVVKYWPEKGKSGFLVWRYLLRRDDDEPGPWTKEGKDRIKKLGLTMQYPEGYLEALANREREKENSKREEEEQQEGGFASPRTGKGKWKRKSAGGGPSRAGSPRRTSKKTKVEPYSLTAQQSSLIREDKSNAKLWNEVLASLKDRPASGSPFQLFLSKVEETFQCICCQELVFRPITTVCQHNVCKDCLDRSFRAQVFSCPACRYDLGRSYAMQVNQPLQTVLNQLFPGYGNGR
DDE Tn7 FP inh: DD(E)-Tn7 binding inhibition, primary FP screen. P02675. FP displacement of FITC-Tn7 peptide from fibrin DD(E); 0% = median of compound wells per plate. inhibition, % at 8.3 µM. 370,000 compounds, 0.13% hits;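 active means inhibition above the mean of compounds falling within the control limits plus 3 SD of them, cut at about 14% in these data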;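 further: 0% = plate median of compound wells and 100% = 10 µM Aha-Tn7 peptide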
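Assay system: Human fibrin DD(E) protein | Medium: Tris buffer with calcium and detergent, pH 7.8 | Reagent: 0.1 µM fluorescent Tn7 | Compound dosing: Single point at 8.3 µM | Times: 10 min preincubation, 3 h with tracer, room temperature | Detection: Fluorescence polarization of the labelled Tn7 tracer | Controls: Aha-Tn7 high control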
* marks the source's active call; other numbers are inactive results. Compounds as they come; any-hit rate near 4.1%.

Sample of the layout:
Value order: PLCg1 inh | proKLK7 act | PLCb3 inh | ASAP1 GAP inh | DDE Tn6 FP inh | ADAM17 inh | ARFGAP1 inh | MBD2 DNA inh | UHRF1 MBD2 ctr | DDE Tn7 FP inh
> CC1N=C(N)C(c2nc3ccccc3n2C)=C1O (stereo unspecified)
→ 0 | 0.3 | -4 | 9 | -6 | -4 | 4 | 0 | 0 | 1
> COc1ccccc1CN1[C@@H](CC(C)=O)c2cc(C(F)(F)F)ccc2S1(=O)=O
→ -5 | -0.4 | -9 | -4 | -1 | -1 | 2 | 1 | -4 | -1
> COc1ccc(COCC(O)CN(Cc2ccco2)Cc2ccccc2O)cc1 (stereo unspecified)
→ 5 | -0.2 | -8 | 6 | -6 | 0 | -1 | 11 | 17 | 4
> CC(C)(C)N(Cc1ccccc1)C(=O)COC(=O)c1ccc(S(=O)(=O)N2CCOCC2)cc1
→ -3 | 0.5 | -1 | 0 | -8 | -1 | -6 | -3 | -2 | 4
> Nc1cc(Cl)ccc1C(=O)OCC(=O)NC(=O)NCc1ccccc1
→ -55 | -0.3 | -65 | 23 | -4 | -113 | 16 | 1 | 4 | -4

This part in full, from the start:
Value order: PLCg1 inh | proKLK7 act | PLCb3 inh | ASAP1 GAP inh | DDE Tn6 FP inh | ADAM17 inh | ARFGAP1 inh | MBD2 DNA inh | UHRF1 MBD2 ctr | DDE Tn7 FP inh
> CC1N=C(N)C(c2nc3ccccc3n2C)=C1O (stereo unspecified)
→ 0 | 0.3 | -4 | 9 | -6 | -4 | 4 | 0 | 0 | 1
> COc1ccccc1CN1[C@@H](CC(C)=O)c2cc(C(F)(F)F)ccc2S1(=O)=O
→ -5 | -0.4 | -9 | -4 | -1 | -1 | 2 | 1 | -4 | -1
> COc1ccc(COCC(O)CN(Cc2ccco2)Cc2ccccc2O)cc1 (stereo unspecified)
→ 5 | -0.2 | -8 | 6 | -6 | 0 | -1 | 11 | 17 | 4
> CC(C)(C)N(Cc1ccccc1)C(=O)COC(=O)c1ccc(S(=O)(=O)N2CCOCC2)cc1
→ -3 | 0.5 | -1 | 0 | -8 | -1 | -6 | -3 | -2 | 4
> Nc1cc(Cl)ccc1C(=O)OCC(=O)NC(=O)NCc1ccccc1
→ -55 | -0.3 | -65 | 23 | -4 | -113 | 16 | 1 | 4 | -4
> c1ccc(-n2nnc(-c3nccs3)n2)cc1
→ 3 | 0.3 | 1 | 1 | -4 | -2 | 3 | -2 | 0 | -1
> C/C(CC(=O)Nc1ccc(Cl)cc1C(F)(F)F)=N\NC(=O)c1cccs1
→ -1 | -0.4 | -12 | -2 | -5 | 2 | 5 | 0 | -3 | 5
> COc1cc(C)c(N(C(C)=O)c2ccccc2)c(C)c1
→ -1 | -0.4 | 0 | 6 | 4 | -2 | 7 | 2 | 1 | 0
> CCOC(=O)c1c(-c2ccccc2)oc2ccc(O)c(CN3CCCC3)c12
→ -54 | -1.8 | -83 | 0 | 4 | -2 | -8 | -4 | 0 | 15*
> CC(=O)CC(C)(C)S(=O)(=O)c1ccc(Oc2ccc(S(=O)(=O)C(C)(C)CC(C)=O)cc2)cc1
→ -4 | 0.3 | 2 | -12 | -2 | -6 | -9 | 4 | 1 | -2
> COc1ccc(C(=O)NC2CC2)cc1OC1CCN(Cc2ccccc2F)CC1
→ -6 | 0.0 | -7 | 11 | 12 | 0 | -12 | -1 | -1 | 3
> CSc1ccccc1NC(=O)CN1CC(C)OC(C)C1 (stereo unspecified)
→ -2 | 0.0 | -7 | -1 | -4 | -8 | 12 | 6 | 3 | 0
> Cc1ccc(CN2CC34C=CC(O3)C(C(=O)NCc3ccco3)C4C2=O)cc1 (stereo unspecified)
→ -2 | -0.1 | -3 | 10 | -4 | -5 | 2 | 0 | -1 | 1
> Cc1cccc(N(CC(=O)NC(C)C)C(=O)CCC(=O)Nc2ccccn2)c1
→ 2 | -0.5 | -2 | -17 | 3 | 0 | -4 | -4 | -1 | 2
> COc1ccc(-c2ccc(CN3C(CC(C)C)C(=O)N(Cc4cn(CC5CCCCC5)nn4)CCS3(=O)=O)cc2)cc1OC (stereo unspecified)
→ 0 | 0.2 | 2 | -5 | -6 | 1 | -10 | -2 | -1 | 0
> O=C(NCCC1=CCCCC1)C1CCN(S(=O)(=O)c2cnc[nH]2)CC1
→ 0 | 0.4 | -7 | 12 | -2 | -2 | -1 | 2 | -4 | 9
> Cc1ccc(C(=O)N[C@H](C(=O)OCc2cc(=O)n3c(n2)sc2ccccc23)C(C)C)cc1
→ -4 | 0.6 | -2 | 2 | -5 | -2 | 1 | 9 | 3 | -3
> O=C(NCCCN1CCOCC1)c1onc(CSc2nc3ccccc3[nH]2)c1C(=O)NCCCN1CCOCC1
→ -2 | -0.3 | 2 | 7 | -11 | -3 | 16 | 1 | 2 | -5
> O=S(=O)(NCC(c1ccc2c(c1)OCO2)N1CCOCC1)c1ccccc1 (stereo unspecified)
→ -1 | -0.8 | -8 | 2 | 10 | 0 | -4 | -6 | -2 | 5
> O=C(CNC(=O)c1cccc(F)c1)NC1CC1
→ 2 | 0.0 | 2 | 4 | 1 | -10 | -10 | 3 | 0 | -4
> O=C(O)c1cccc(CN2C(=O)c3ccccc3C2=O)c1
→ 6 | 0.6 | 1 | 5 | 0 | 2 | 1 | 1 | 5 | -4
> CC(=O)[C@H]1[C@H](CCc2ccccc2)NC(=O)N(Cc2ccccc2)[C@@H]1C
→ -1 | 0.2 | 0 | -1 | -8 | -3 | 1 | 2 | -3 | -7
> CCOC(=O)[C@]12CCC=C1N(Cc1cccc3ccccc13)C(=O)[C@H](CC(=O)NCCCN1CCCC1=O)C2
→ 3 | 0.1 | -1 | -1 | 8 | -3 | 6 | -5 | -2 | 0
> CCOC(=O)CCC(=O)Nc1ccc(S(=O)(=O)N2CCC(C)CC2)cc1
→ -2 | 0.5 | 3 | -11 | 2 | 3 | 3 | 4 | -1 | -4
> O=C(NC1CCCCC1)C(c1ccccc1)N(Cc1ccc2c(c1)OCO2)C(=O)c1cnsn1 (stereo unspecified)
→ -1 | -0.1 | -2 | -8 | 0 | -3 | -3 | 0 | 1 | 4
> CC(C)(C)OC(=O)NCCCC[C@H](NC(=O)c1[nH]cnc1C(=O)Nc1ccc(CNC(=O)OC(C)(C)C)cc1)C(=O)OC(C)(C)C
→ -6 | -7.5 | -6 | 2 | -4 | 7 | 14 | 1 | 0 | 0
> COc1ccc2oc(C(F)(F)C(F)F)cc(=O)c2c1
→ -141 | -14 | -156 | -5 | 2 | -78 | -3 | -6 | -1 | 4
> Cc1cccc(C)c1NC(=O)CSc1ncnc2nc[nH]c12
→ 1 | 0.0 | 0 | -8 | 3 | 0 | -6 | -1 | -4 | 10
> O=C(C=Cc1ccc(Cl)s1)c1ccc(Cl)s1
→ 2 | 12 | -9 | -7 | -12 | -6 | 15 | 10 | 5 | -4
> COc1ccccc1N1CCN(C(=O)C2CCN(S(=O)(=O)c3ccc4c(c3)CC(C)N4C(=O)C3CC3)CC2)CC1 (stereo unspecified)
→ 4 | 1.1 | -6 | 3 | -4 | 8 | -14 | 4 | 3 | -3
> CCc1nc2ccccc2c(=O)n1/N=C/c1ccc(OC)cc1
→ -85 | 0.3 | -4 | -8 | 5 | -1 | 2 | -1 | 1 | 3
> CN(C)S(=O)(=O)c1cccc(NC(=O)c2cc(-c3cccs3)nn2-c2cccc(Cl)c2)c1
→ -1 | -0.2 | -2 | 9 | -7 | 12* | -5 | -3 | 1 | -3
> Cc1cc(-n2nc(C)cc2C)nc(NS(=O)(=O)c2ccccc2)n1
→ -1 | 0.3 | -3 | 8 | -5 | -2 | 7 | 4 | 1 | 4
> COc1cc(C(=O)Nc2ccc(OCC(=O)N3CCOCC3)cc2C)cc(OC)c1OC
→ 3 | 0.0 | -5 | -4 | 4 | -3 | -1 | -2 | 1 | 5
> CC(=O)Nc1nn(C)c2nc(C)cc(C)c12
→ -8 | -1.0 | -21 | 6 | 0 | -10 | -4 | -3 | 0 | 0
> CCOc1cc(S(=O)(=O)NCC2OCCc3ccccc32)c(OCC)cc1-n1cnnn1 (stereo unspecified)
→ -81 | -0.6 | -100 | -2 | -1 | -125 | 5 | 7 | 2 | 3
> Cc1cc(C(F)F)n2nc(C(=O)Nc3ccc(S(=O)(=O)N4CCCC4)cc3)nc2n1
→ 1 | -0.1 | -1 | 4 | -3 | 0 | 4 | 3 | 7 | -3
> Cn1cnc2cc(NCc3ccccc3O)ccc21
→ -17 | 0.3 | -28 | -7 | 5 | -8 | 2 | -4 | -1 | -2
> COc1ccc(NS(=O)(=O)c2cc(OCC(N)=O)c(C)cc2Cl)cc1
→ 3 | 0.3 | 3 | 5 | -2 | 2 | -5 | -2 | 1 | -5
> NC(=O)Nc1n[nH]c(-c2ccccc2)n1
→ 0 | 0.3 | -5 | -16 | 1 | -7 | 7 | 1 | -1 | 4
> CCCCCN(C(=O)CCC(=O)OCc1cccc(C)c1)c1c(N)n(CCCC)c(=O)[nH]c1=O
→ 7 | 0.0 | 6 | -5 | 1 | 7 | -7 | 1 | 4 | -8
> COc1cccc(OCCOc2ccccc2[N+](=O)[O-])c1
→ 2 | 0.3 | 2 | -6 | -1 | 1 | 6 | 1 | 2 | -3
> Cc1cc(C)cc(Oc2ccc(S(=O)(=O)N3CCN(C)CC3)cn2)c1
→ -1 | -0.5 | -2 | 8 | 13 | -3 | -1 | -4 | -1 | -6
> O=C(/C=C/c1cccc(C(F)(F)F)c1)N1CCN(c2ccccn2)CC1
→ -1 | 0.7 | -13 | 7 | -5 | 0 | 8 | 4 | 0 | -1
> Cc1sc2nc(CSCC(=O)N3CC(C)OC(C)C3)[nH]c(=O)c2c1C (stereo unspecified)
→ -1 | 0.2 | -11 | 6 | 4 | -6 | 8 | 2 | 1 | 0

Looked up by structure from the list above, 4 records:
Value order: PLCg1 inh | proKLK7 act | PLCb3 inh | ASAP1 GAP inh | DDE Tn6 FP inh | ADAM17 inh | ARFGAP1 inh | MBD2 DNA inh | UHRF1 MBD2 ctr | DDE Tn7 FP inh
> NC(=O)Nc1n[nH]c(-c2ccccc2)n1
→ 0 | 0.3 | -5 | -16 | 1 | -7 | 7 | 1 | -1 | 4
> Cn1cnc2cc(NCc3ccccc3O)ccc21
→ -17 | 0.3 | -28 | -7 | 5 | -8 | 2 | -4 | -1 | -2
> CCCCCN(C(=O)CCC(=O)OCc1cccc(C)c1)c1c(N)n(CCCC)c(=O)[nH]c1=O
→ 7 | 0.0 | 6 | -5 | 1 | 7 | -7 | 1 | 4 | -8
> CN(C)S(=O)(=O)c1cccc(NC(=O)c2cc(-c3cccs3)nn2-c2cccc(Cl)c2)c1
→ -1 | -0.2 | -2 | 9 | -7 | 12* | -5 | -3 | 1 | -3
